# Screening results as filed in PubChem BioAssay.
# GSH fluor: GSH bead compound fluorescence profile. GSH beads flow cytometry, compound fluorescence 488/530 nm; stronger effect = higher value. fluorescence (KMESF) at 10 µM. actives 0.25% (n = 190,000); in the data active means fluorescence above about 89;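 further: glutathione beads carrying GST-tagged Bcl family fusion proteins plus one bare bead set; values are compound well signal with DMSO vehicle wells as background; inactives centre near 16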
# ABCB1 inh: inhibitors of human ABCB1 transporter, ABCG2 counter-screen; P08183; CCRF-Adr cells, JC-1 efflux, flow cytometry; inhibition, % at 6.6 µM; actives 0.067% (n = 190,000); AID 1326; in the data active means inhibition above about 40%;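 further: 0% = vehicle and 100% = reference inhibitor; higher value means more JC-1 retained so stronger ABCB1 efflux block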
# Bim-Bcl-2: disrupts Bim peptide binding to human Bcl-2; Bead-based flow cytometry, Bim peptide-Bcl-2 binding; AID 950; P10415; inhibition, % at 10 µM; actives 0.06% (n = 190,000); in the data active means inhibition above about 40%; inconclusive means no clear call, values can overlap the other calls;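 further: 0% = no compound wells with probe peptide and 100% = reference peptide inhibitor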
# Target sequence (P10415 whole entry, looked up): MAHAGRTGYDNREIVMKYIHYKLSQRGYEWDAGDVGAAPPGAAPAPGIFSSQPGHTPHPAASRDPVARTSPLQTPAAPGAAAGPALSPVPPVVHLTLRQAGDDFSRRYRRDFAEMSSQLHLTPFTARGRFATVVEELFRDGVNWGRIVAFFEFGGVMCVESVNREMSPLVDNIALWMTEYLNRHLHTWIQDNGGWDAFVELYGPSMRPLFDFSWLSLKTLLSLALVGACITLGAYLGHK
# Bim-Bfl-1: disrupts Bim binding to human Bfl-1; Bead-based flow cytometry, Bim-Bfl-1 binding inhibition; inhibition, % at 10 µM; Q16548; AID 1008; actives 0.12% (n = 190,000);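 further: 0% = wells without compound plus tracer and 100% = blocker peptide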
# Bim-Bcl-XL: disrupts Bim peptide binding to human Bcl-XL; Q07817; bead flow cytometry, fluorescence; inhibition, % at 10 µM; actives 0.04% (n = 190,000); AID 1007
# Target sequence (Q07817 whole entry, looked up): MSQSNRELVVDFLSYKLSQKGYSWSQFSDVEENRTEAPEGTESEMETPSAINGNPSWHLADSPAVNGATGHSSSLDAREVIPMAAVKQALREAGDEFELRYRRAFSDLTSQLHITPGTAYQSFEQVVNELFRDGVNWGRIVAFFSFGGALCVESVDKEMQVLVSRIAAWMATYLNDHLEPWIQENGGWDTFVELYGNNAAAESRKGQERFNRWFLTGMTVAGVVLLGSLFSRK
# RGS7-Gao reg: human RGS7-Galphao interaction regulation | Multiplexed bead flow cytometry, RGS7-Galphao binding; actives lie on both sides | binding response (% of control), % at 10 µM | actives 0.35% (n = 220,000); in the data active means binding response below about 49% or above about 150%; inconclusive means no clear call, values can overlap the other calls; inactive means in between;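 further: fluorescent Galphao held in activated GDP-AlF4 state binding bead-coupled RGS7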
# ABCG2 inh: inhibitors of human ABCG2 transporter, ABCB1 counter-screen | Q9UNQ0 | IgMXP3 cells, JC-1 efflux, flow cytometry | inhibition, % at 6.6 µM | actives 0.1% (n = 190,000) | AID 1325;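 active means inhibition above 80%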;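 further: 0% = DMSO and 100% = nicardipine control wells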
#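 Read-out basis: Efflux inhibition in percent versus controls | Test system: ABCG2 IgMXP3 and barcoded ABCB1 CCRF-Adr cell mix | Quantity: 3 million cells/mL in well | Schedule: 10 min at 25 °C | Control set: Nicardipine as high control, DMSO as low control | Reagent: JC-1 as fluorescent efflux pump substrate | Signal: Flow cytometry of retained JC-1 fluorescence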
# RGS8-Gao reg: human RGS8-Galphao interaction regulation; response (percent of control binding), % at 10 µM; AID 1423; multiplexed bead flow cytometry, RGS8-Galphao binding; actives lie on both sides; P09471; actives 0.34% (n = 220,000); in the data active means response below about 60% or above about 140%; inactive means in between;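 further: Galphao activated as the GDP aluminium fluoride complex binding bead-coupled RGS8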
# RGS4-Gao reg: modulates binding of RGS4 to human Galphao. binding response (% of control), % at 10 µM. P09471. actives 0.33% (n = 220,000). Multiplexed bead flow cytometry; actives lie on both sides; in the data active means binding response below about 49% or above about 150%; inactive means in between;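 further: fluorescent Galphao activated with aluminum fluoride binding bead-coupled RGS4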
# Bim-Bcl-W: inhibitors of Bim-Bcl-W interaction, human | Q92843 | bead-based flow cytometry, Bim peptide-Bcl-W binding | inhibition, % at 10 µM | actives 0.02% (n = 190,000);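 further: 0% = bound tracer without compound and 100% = peptide blocker; higher means less fluorescent Bim peptide bound to Bcl-W beads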
# Target sequence (Q92843 whole entry, looked up): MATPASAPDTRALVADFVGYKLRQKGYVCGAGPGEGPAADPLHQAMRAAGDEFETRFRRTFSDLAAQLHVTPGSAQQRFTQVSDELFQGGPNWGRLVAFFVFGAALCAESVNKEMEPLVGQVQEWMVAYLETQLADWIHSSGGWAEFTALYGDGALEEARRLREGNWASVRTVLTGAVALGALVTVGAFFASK
# Bim-Bcl-B: disrupts Bim peptide binding to human Bcl-B; bead-based flow cytometry; actives 0.073% (n = 190,000); Q9HD36; AID 951; inhibition, % at 10 µM;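 further: 0% = tracer peptide without compound and 100% = reference inhibitor peptide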
# Target sequence (Q9HD36 whole entry, looked up): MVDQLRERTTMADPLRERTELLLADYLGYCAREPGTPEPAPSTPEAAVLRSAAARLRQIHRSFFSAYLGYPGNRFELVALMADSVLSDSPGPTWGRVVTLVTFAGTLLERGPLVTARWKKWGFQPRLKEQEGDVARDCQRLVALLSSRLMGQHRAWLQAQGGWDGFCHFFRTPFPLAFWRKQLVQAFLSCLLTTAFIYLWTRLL
# The depositor's hits bear a star; ? = inconclusive; [ ] = another dose, or the depositor's remark. Unless noted, no stated cut-off is given here; in the data, active means inhibition above about 40%. Outcome played no part in choosing rows. Share with any hit: about 1.1%.
SMILES,GSH fluor,ABCB1 inh,Bim-Bcl-2,Bim-Bfl-1,Bim-Bcl-XL,RGS7-Gao reg,ABCG2 inh,RGS8-Gao reg,RGS4-Gao reg,Bim-Bcl-W,Bim-Bcl-B
Cc1ccc(C(=O)Nc2c(C)cc(-c3ccc(Cl)cc3)oc2=O)cc1,37,2.6,-8,-11,-6,99,14,102,96,0,-7
CC(C)(C)c1cc[n+](CC(=O)Nc2cc(C(F)(F)F)ccc2N2CCOCC2)cc1,15,-0.1,-5,-7,-3,99,0,102,105,-4,-5
CCn1cc(C2=NOC(C(=O)Nc3cccc(C(C)=O)c3)C2)c(C)n1 (configuration not stated),10,1.5,-7,-12,-5,98,9,102,102,1,-9
CC(C)CN(CC(C)C)C1=N/C(=C\c2ccco2)C(=O)N1c1ccccc1,6,0.6,0,4,0,95,2,100,94,1,1
O=C(NC(=S)NCC1CCCO1)c1ccc([N+](=O)[O-])cc1 (configuration not stated),10,1.2,-7,-16,-4,102,41,101,103,-3,-6
CN(C(=O)c1ccccc1Cl)C1CCCCC1,23,-0.4,0,-4,-5,81,7,83,84,-2,-3
Cc1[nH]c2ccccc2c(=O)c1SC(F)(F)C(F)C(F)(F)F (configuration not stated),13,0.1,0,0,-3,100,3,99,99,0,0
COc1ccc(C)cc1NC(=O)CN(C)S(=O)(=O)c1cccs1,8,0.5,-3,-1,-4,99,3,98,99,0,-1
CCc1cc2cc(C)cc(C)c2nc1SCC(=O)N1CCCC1,14,0.8,3,1,0,97,3,100,95,0,-1
CCCNC(=O)N1CCN(S(C)(=O)=O)CC1,27,0.3,-2,-3,-2,102,2,102,103,0,-2
Oc1ccc(C2Nc3cccc4cccc(c34)N2)c(O)c1,10,1.5,11,33,6,86,3,96,94,17,0
COc1ccccc1-n1cnnc1SCC(=O)Nc1cccnc1Cl,17,-0.1,-6,-7,-5,?,-1,101,103,-2,-10
CC(C)CCNC(=O)NC(=O)COc1c(F)c(F)cc(F)c1F,23,1.6,-7,-18,-6,103,19,103,100,-1,-9
Cc1cccc(SCC(=O)Nc2ccccc2[N+](=O)[O-])c1,17,0.6,-8,-7,-1,94,1,99,100,-2,-5
Cc1nc(-c2ccc(Br)cc2)ccc1C(=O)O,5,0.2,-6,-2,0,100,3,89,98,-1,-1

# The list goes on; the last 3 above are carried over.
SMILES,GSH fluor,ABCB1 inh,Bim-Bcl-2,Bim-Bfl-1,Bim-Bcl-XL,RGS7-Gao reg,ABCG2 inh,RGS8-Gao reg,RGS4-Gao reg,Bim-Bcl-W,Bim-Bcl-B
CC(C)CCNC(=O)NC(=O)COc1c(F)c(F)cc(F)c1F,23,1.6,-7,-18,-6,103,19,103,100,-1,-9
Cc1cccc(SCC(=O)Nc2ccccc2[N+](=O)[O-])c1,17,0.6,-8,-7,-1,94,1,99,100,-2,-5
Cc1nc(-c2ccc(Br)cc2)ccc1C(=O)O,5,0.2,-6,-2,0,100,3,89,98,-1,-1
O=C(NCc1ccc2c(c1)OCO2)c1ccc(-c2ccc(Cl)cc2)o1,16,0.5,-7,-4,-1,100,28,103,102,3,-7
CS(=O)(=O)c1ccc(Cl)c(NC(=O)COC(=O)CNC(=O)c2ccccc2)c1,13,0.5,-1,-3,1,?,3,104,99,4,2
COc1cccc(-c2nc(CS(=O)(=O)CC(=O)NCc3ccccc3)c(C)o2)c1,27,0.5,-10,-11,-4,100,2,101,99,-1,-10
COc1ccc(-n2c(C)cc(C(=O)CN3CCC(C)CC3)c2C)cc1,13,0.2,-1,-5,-2,101,0,103,103,0,0
CN(C)S(=O)(=O)c1cccc(NC(=O)c2cc(-c3cccs3)nn2-c2cccc(Cl)c2)c1,5,-0.1,0,0,-3,102,-2,89,76,-1,-5
Cc1nnc(SCC(=O)NCc2ccco2)n1Cc1ccccc1,10,0.4,-5,-7,0,102,2,99,99,5,-6
COc1ccc2cc3cc(C(=O)NCc4ccco4)oc3nc2c1,22,0.8,2,8,1,104,8,101,102,-1,4
CC(=O)Nc1ccc(S(=O)(=O)Oc2ccc(/C=N/NC(=O)c3ccc(Cl)cc3)cc2)cc1,44,-0.2,-9,-7,5,100,-1,104,104,4,-4
COc1ccc(Cc2nn3c(-c4cc(OC)c(OC)c(OC)c4)nnc3s2)cc1,23,1.3,-4,5,-7,104,10,99,101,-1,-21
N#C/C(=C/c1cc[nH]c1)C(N)=S,17,-0.6,-3,-3,0,103,1,102,99,0,-2
Cc1ccccc1NC(=S)NCc1cccs1,16,0.2,-4,-10,-1,103,1,101,105,3,-7
Cc1ccc(C(C2=C(O)CC(C)(C)CC2=O)C2C(=O)CC(C)(C)CC2=O)s1 (configuration not stated),26,2.2,-8,-2,0,93,-10,87,92,0,0
O=C(NC1CCCCCC1)C(=S)NCc1ccccc1,18,-0.6,-5,3,-12,?,-5,96,91,-5,-34
CC1CCN(c2cc(N3CCC(C)CC3)c([N+](=O)[O-])cc2/C=C(\C#N)c2nn(-c3ccccc3)c(N)c2C#N)CC1,27,0.7,0,0,-5,101,1,99,97,-2,-5
O=C(O)c1ccccc1Sc1ncnc2sc3c(c12)CCC3,14,0.9,-2,-2,-2,?,3,102,103,3,-2

# Sorted by value in Bim-Bcl-XL (high to low): 3 of the compounds above.
compound | GSH fluor | Bim-Bcl-2 | Bim-Bfl-1 | Bim-Bcl-XL | RGS7-Gao reg | RGS8-Gao reg | RGS4-Gao reg | Bim-Bcl-W | Bim-Bcl-B
COc1ccc2cc3cc(C(=O)NCc4ccco4)oc3nc2c1 | 22 | 2 | 8 | 1 | 104 | 101 | 102 | -1 | 4
COc1ccc(-n2c(C)cc(C(=O)CN3CCC(C)CC3)c2C)cc1 | 13 | -1 | -5 | -2 | 101 | 103 | 103 | 0 | 0
COc1cccc(-c2nc(CS(=O)(=O)CC(=O)NCc3ccccc3)c(C)o2)c1 | 27 | -10 | -11 | -4 | 100 | 101 | 99 | -1 | -10

# (more compounds)
SMILES,GSH fluor,ABCB1 inh,Bim-Bcl-2,Bim-Bfl-1,Bim-Bcl-XL,RGS7-Gao reg,ABCG2 inh,RGS8-Gao reg,RGS4-Gao reg,Bim-Bcl-W,Bim-Bcl-B
O=C(COC(=O)C1=COCCO1)Nc1ccc(OC(F)F)cc1,11,-0.2,0,-5,-2,106,0,103,102,-2,0
COc1ccccc1NS(=O)(=O)N(C)C,52,-0.6,-5,-6,0,96,-1,96,94,2,-4
CCCCc1nc2ccccc2c(NC(=O)CN2CCN(C)CC2)c1CCC,24,0.4,-4,0,-5,102,1,104,103,-3,-3
COc1ccccc1CNC(=O)CCN1C(=O)COc2ccccc21,39,2.1,-10,-14,-12,100,9,100,100,-1,-13
OCCNCCCOc1ccc(Cl)cc1Br,22,-0.2,-1,1,-3,104,-1,107,102,0,0
CCCCc1ccc(NC(=S)NCc2ccc(OC)cc2)cc1,11,0.1,44*,17,-1,96,-2,98,96,-1,51*
COc1ccc(OC)c(CN2CCCC(C(=O)N3CCCCC3)C2)c1 (configuration not stated),27,-0.5,-10,-19,-8,99,-2,101,102,-3,-8
CC(=O)/C(=N\Nc1cccc(Cl)c1)Sc1cccc2cccnc12,10,0.9,1,1,-7,108,1,115,109,-2,-6
Nc1nnc(SCCOc2cccc(Br)c2)s1,17,0.2,-6,-7,-8,101,1,100,103,-7,-4
CC(n1cnnn1)C12CC3CC(CC(C3)C1)C2 (configuration not stated),6,0.2,-3,-7,-1,99,1,105,101,0,-3
Nc1cc(Cl)nc(N/N=C/c2ccccc2[N+](=O)[O-])n1,6,0.8,0,-3,-2,96,4,88,95,1,-2
COc1ccc(-c2cc(=O)oc3cc(OCC(C)=O)ccc23)cc1,2,1.0,1,-1,-2,102,22,102,102,-2,-3
CCCC(=O)NC(Nc1ccccc1F)C(Cl)(Cl)Cl (configuration not stated),33,-0.1,-14,-14,-8,101,-6,102,103,-4,-11
O=C(CCCNS(=O)(=O)c1ccc(Cl)c(Cl)c1)NCCc1ccccn1,13,0.7,-3,-7,-3,157*[activator],2,143*[activator],145,-3,-4
O=C(NCCN1CCOCC1)c1csc2c1CCCCC2,20,-0.1,0,0,0,102,0,115,106,1,-2
NNC(=O)[C@@H]1C[C@@H]1c1ccccc1,9,0.0,-1,-12,-3,104,-1,100,100,-1,-6
CCOC(=O)c1ccc(-n2c(N)c(C(=O)NCC3CCCO3)sc2=S)cc1 (configuration not stated),18,1.2,-10,-5,-13,119,12,95,99,-4,-46
CC(=O)N1CCc2cc(S(=O)(=O)NC(C(=O)Nc3ccc4c(c3)OCCO4)C(C)C)ccc21 (configuration not stated),22,0.7,-7,-16,-8,100,5,102,100,-5,-4
CC(NC(=O)C(=O)N/N=C/c1ccccc1)c1ccccc1 (configuration not stated),11,0.4,-1,-2,0,99,5,100,102,0,-3
CC(C)(C)NC(=O)CN1CCN(C(=O)CCl)CC1,12,0.3,-3,-7,-3,85,1,93,87,1,-4
CC(NC(=O)c1ccc(F)cc1)c1nc2ccccc2n1Cc1ccccc1F (configuration not stated),23,0.9,-1,-2,-6,104,1,103,102,-7,-6
CC(=O)Oc1cccc(N2C(=O)C3CC=CCC3C2=O)c1 (configuration not stated),28,-1.4,-9,-13,6,103,-1,98,101,0,-7
CC1CCN(S(=O)(=O)c2cccc(C(=O)Nc3ccccn3)c2)CC1,24,0.1,0,-2,-1,100,0,99,99,-3,0
O=C(NC1CCCC1)c1cccc(Oc2ccccc2)c1,12,0.6,2,-3,0,99,12,102,95,1,1
Cc1ccc(OCCNC(=O)c2ccco2)cc1C,15,0.7,-10,-12,-4,105,6,104,103,-2,-9
CCOC(=O)c1ccc(N2C(=O)C3C(C2=O)C(C(=O)c2ccc(Cl)cc2)N2CCCC32)cc1 (configuration not stated),15,0.0,0,0,-3,89,-1,97,88,-4,-2
c1cncc(N=c2scc(-c3cccc4ccccc34)n2CCCn2ccnc2)c1,9,0.1,1,2,-3,100,1,101,103,-3,-5

# Pulled by compound from above:
SMILES,GSH fluor,ABCB1 inh,Bim-Bcl-2,Bim-Bfl-1,Bim-Bcl-XL,RGS7-Gao reg,ABCG2 inh,RGS8-Gao reg,RGS4-Gao reg,Bim-Bcl-W,Bim-Bcl-B
CC(NC(=O)c1ccc(F)cc1)c1nc2ccccc2n1Cc1ccccc1F (configuration not stated),23,0.9,-1,-2,-6,104,1,103,102,-7,-6
c1cncc(N=c2scc(-c3cccc4ccccc34)n2CCCn2ccnc2)c1,9,0.1,1,2,-3,100,1,101,103,-3,-5
